HepG2 viability: qHTS for Inhibitors of TGF-b: Cytotox Counterscreen; HepG2 CAGA-GFP viability, ATP luminescence, 18 h; Potency, µM (series often up to 46.1 µM), inactives show at the top dose activity change, negative = cytotoxicity, hits mostly cytotoxic; actives 0.76% (n = 410,000); AID 588856, 2011; note: potency is the fitted concentration of half-maximal effect; some results filed as inactive show a strong effect at the top dose
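HepG2 CAGA-GFP cells (1000/well, DMEM with 1% FBS) received compound, then TGF-beta at 500 pg/mL final, and were incubated 18 hours at 37 degrees C. Viability was read by CellTiter-Glo luminescence. Media-only wells were set as complete cell-killing and DMSO as no toxicity.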
A549 viability: Nrf2 qHTS screen for inhibitors: counterscreen for cytotoxicity. Potency, µM (series often up to 46 µM), inactives show at the top dose activity change, negative = cytotoxicity, usual class: inhibitors. A549 ARE-Fluc cells, CellTiter-Fluor viability, 18-24 h. AID 504648, 2011. actives 0.16% (n = 390,000); note: potency is the fitted concentration of half-maximal effect; % is set by controls: 0 for no effect and ±100 for the full control effect
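Cytotoxicity counterscreen: CellTiter-Fluor fluorescence was measured in A549 ARE_Fluc cells after 18-24 h of compound exposure in a concentration series. The subsequent BugLite luminescent read reports ARE-luciferase activity.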
ATXN2 expr inh: Primary qHTS for Inhibitors of ATXN expression; HEK-293 ATXN2-luciferase reporter, luminescence, 24 h; Potency, µM (titrated, usually from 57 µM), for the others: at the top dose activity change, negative = inhibition, actives largely listed as inhibitors; actives 0.72% (n = 360,000); AID 1745845, 2022; note: potency is the fitted concentration of half-maximal effect; % is set by controls: 0 for no effect and ±100 for the full control effect; nearly all actives have a fitted effect of over 55% in size
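qHTS (up to 57 uM final) was run with 24 h compound exposure of reporter cells at 37 °C. Each well was multiplexed: SteadyGlo luminescence measured ATXN2-luciferase expression after a fluorogenic Gly-Phe-AFC viability readout (25 uM final).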
Nrf2 block: Nrf2 qHTS screen for inhibitors | A549 ARE-Fluc reporter, luciferase luminescence, 18-24 h | actives 2.1% (n = 360,000) | Potency, µM (doses to about 46 µM), without a hit: top-dose activity change, negative = inhibition, hits mostly inhibitors; note: potency is the fitted concentration of half-maximal effect; % is set by controls: 0 for no effect and ±100 for the full control effect; nearly all actives have a fitted effect of over 60% in size
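Concentration-response testing used A549 ARE_Fluc cells at 5000 cells/well. Following an 18-24 h compound incubation, viability was read by fluorescence (Ex 405/Em 525) and luciferase output by luminescence.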
ATXN viability: Viability Counterscreen for Primary qHTS for Inhibitors of ATXN expression | actives 0.49% (n = 400,000) | S2 cells (HEK-293 line with an ATXN2-luciferase reporter) viability, CellTiter-Fluor protease fluorescence, 24 h | Potency, µM (top dose mostly 56.7 µM), usual class: cytotoxic; note: potency is the fitted concentration of half-maximal effect; nearly all actives have a fitted effect of over 40% in size
IL-2 act: qHTS of IL-2 Activators; actives 0.065% (n = 360,000); IL-2 activation reporter assay, cell-based qHTS; stimulated with anti-CD3/CD4/CD28 beads; in transgenic mouse T cells; activation, % (series mostly up to about 46 µM); AID 652025, 2013; in the data active = activation above about 50%; inconclusive = mostly about 30% to 49%; note: 0% is about no effect
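Readout is EGFP and DsRed signal by fluorescent plate cytometry after 18 h at 37 degrees C. Transgenic mouse T cells (750/well) received compound for 60 min before bead stimulation (anti-CD3, anti-CD4, anti-CD28); memory T cells served as non-tolerant control.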
TGFb SMAD3 inh: qHTS for Inhibitors of TGF-b; HepG2 CAGA-GFP TGF-b/SMAD3 reporter, GFP fluorescence, 18 h; TGF-beta stimulated, 500 pg/mL final; Potency, µM (highest dose often 46.1 µM), for inactives: at the highest dose activity, negative = inhibition, hits mostly inhibitors; actives 1.2% (n = 410,000); note: potency is the fitted concentration of half-maximal effect; % is set by controls: 0 for no effect and ±100 for the full control effect; nearly all actives have a fitted effect of over 65% in size
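Cell-based qHTS in HEPG2 carrying a CAGA-GFP Smad reporter; compounds added before 500 pg/mL final TGF-beta, 18 h incubation at 37 degrees C, GFP fluorescence quantified per cell by imaging cytometry.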
EPAC2 agonist: qHTS for Agonist of cAMP-regulated guanine nucleotide exchange factor 4 (EPAC2): primary screen. Rap guanine nucleotide exchange factor 4 (Homo sapiens), Q8WZA2. EPAC2 activation, biochemical qHTS; response scale: 100% = 6.5 mM cAMP response. Potency, µM (top dose mostly 154 µM), for the others: top-dose activation, usual class: activators. actives 0.079% (n = 360,000). AID 720711, 2013; note: potency is the fitted concentration of half-maximal effect; nearly all actives have a fitted effect of over 50% in size
Target sequence (Q8WZA2 whole entry, looked up): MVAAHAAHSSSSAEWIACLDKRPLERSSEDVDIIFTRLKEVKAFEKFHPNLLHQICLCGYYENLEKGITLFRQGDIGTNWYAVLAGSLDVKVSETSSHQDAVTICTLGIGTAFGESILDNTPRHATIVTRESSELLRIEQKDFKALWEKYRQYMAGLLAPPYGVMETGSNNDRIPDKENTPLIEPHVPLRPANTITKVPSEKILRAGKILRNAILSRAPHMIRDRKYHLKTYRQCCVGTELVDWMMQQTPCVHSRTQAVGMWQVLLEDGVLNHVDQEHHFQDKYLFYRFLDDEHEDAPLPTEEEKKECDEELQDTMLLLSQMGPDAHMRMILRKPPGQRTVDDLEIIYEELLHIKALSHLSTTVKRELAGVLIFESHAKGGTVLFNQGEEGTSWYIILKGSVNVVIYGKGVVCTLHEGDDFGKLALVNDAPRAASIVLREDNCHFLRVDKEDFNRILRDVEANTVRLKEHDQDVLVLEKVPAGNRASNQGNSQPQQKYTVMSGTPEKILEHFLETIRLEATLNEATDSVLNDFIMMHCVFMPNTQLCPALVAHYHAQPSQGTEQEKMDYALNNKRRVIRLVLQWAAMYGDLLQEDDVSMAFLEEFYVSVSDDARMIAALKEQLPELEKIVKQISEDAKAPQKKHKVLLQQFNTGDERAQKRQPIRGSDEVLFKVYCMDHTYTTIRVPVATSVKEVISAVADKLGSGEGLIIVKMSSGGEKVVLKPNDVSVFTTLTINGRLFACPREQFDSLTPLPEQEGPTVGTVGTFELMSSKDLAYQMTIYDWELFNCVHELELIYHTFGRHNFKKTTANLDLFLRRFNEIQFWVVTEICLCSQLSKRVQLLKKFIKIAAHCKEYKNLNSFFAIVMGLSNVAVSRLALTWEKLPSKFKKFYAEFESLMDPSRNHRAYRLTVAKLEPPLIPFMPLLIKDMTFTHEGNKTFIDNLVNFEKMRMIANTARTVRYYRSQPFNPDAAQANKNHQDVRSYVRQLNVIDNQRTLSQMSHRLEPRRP
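Compounds were added across a concentration range to EPAC2 (100 nM), RAP1B-BODIPY-GDP (250 nM) and GDP (50 uM). After 5 min at room temperature, fluorescence was recorded at 5-min intervals for 30 min.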
Nrf2 ARE act: qHTS of Nrf2 Activators; Potency, µM (doses to about 46.1 µM), without a hit: at the highest dose activation, hits mostly activators; AREc32 ARE-luciferase reporter (MCF7-derived line), luminescence, 24 h; actives 0.31% (n = 410,000); note: potency is the fitted concentration of half-maximal effect; % of control where 0% means no effect; nearly all actives have a fitted effect of over 65% in size
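AREc32 cells carrying an ARE-driven firefly luciferase, 1000 cells/well in OPTI-MEM with 5% FBS, dosed after overnight attachment and incubated 24 hr at 37 deg C. Steady-Glo luminescence read after 30 min at RT.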
Starred values were filed as active, the others as inactive; i = inactive; ? = inconclusive; . = not tested or not shown; & = joins results of further samples; [ ] = remark or other dose. Unless noted, calls come from the whole dose curve; as a rule, active = well fitted curve in the direction sought with a large enough effect; inconclusive = small, poorly fitted or top-dose-only effect, or another doubt; inactive = no such curve, though single readings can be large; an effect the other way counts as inactive or inconclusive.

entry | structure | HepG2 viability | A549 viability | ATXN2 expr inh | Nrf2 block | ATXN viability | IL-2 act | TGFb SMAD3 inh | EPAC2 agonist | Nrf2 ARE act
1 | COc1ccc2nc(SCC(=O)NCc3ccc(S(N)(=O)=O)cc3)[nH]c2c1 | -4.6% | 4.7% | -10.0% | 26.2% | i | 2.0 | -0.6% | -1.6% | -0.1%
2 | Cc1ccc(NC(=O)c2ccc(=O)[nH]c2)cc1S(=O)(=O)N1CCCCC1 | -13.1% | 13.6% | . | -4.8% | i | -0.3 | 9.9% | 9.1% | 5.5%
3 | Cc1ccccc1-c1ccc(=O)n(CC(=O)Nc2ccc(-n3cnnn3)cc2)n1 | -6.3% | -2.7% | 2.8% | -18.7% | i | -1.0 | -20.8% | 4.9% | 3.2%
4 | CCOc1cc(C2NC(=S)NC(C)=C2C(=O)Nc2ccc(OC)cc2)ccc1O (stereo not given) | -9.0% | 1.6% | -3.1% | 11.4% | i | 0.7 | -11.7% | 1.3% | 0.5%
5 | COc1cccc(CN2CCCC(C(=O)c3ccc4c(c3)OCO4)C2)c1O (stereo not given) | -30.2% | -2.6% | 1.8% | -1.0% | ? | 1.2 | -25.3% | 2.5% | -0.1%
6 | CN(C)C(=O)C[n+]1ccc(/C=N/O)cc1 | -9.6% | -0.1% | . | -24.7% | i | -2.2 | -9.7% | 6.2% | 3.9%
7 | CC1CC=CC2C1C(=O)N(Cc1ccccc1)C2c1ccc(F)c(Br)c1 (stereo not given) | -83.1% | -19.0% | . | ? | . | . | ? | . | .
8 | CCc1ccc(NC(=O)CSc2nc(=O)n(Cc3ccco3)c3c2CCC3)cc1 | -25.2% | -14.9% | 0.0% | . | ? | . | ? | . | -0.6%
9 | CC1CN(C(=O)/C=C/c2ccc3c(c2)OCO3)CC(C)O1 (stereo not given) | -16.0% | 0.2% | 3.2% | 1.7% | i | 1.4 | -31.6% | -1.5% | -0.1%
10 | NC(CCC(=O)NC(CS)C(=O)NCC(=O)O)C(=O)O (stereo not given) | -2.5% | 1.0% | 5.0% | -5.9% | i | 2.4 | 9.8% | 9.3% | -0.3%
11 | Cc1ccc(NC(=O)C2CCCN(S(=O)(=O)c3ccc(-n4cnnn4)cc3)C2)cc1 (stereo not given) | -5.6% | 4.5% | -24.4% | -18.6% | i | 0.5 | 2.1% | -4.0% | -0.8%
12 | O=C(Nc1ccc(N2CCOCC2)cc1)C1CCCCN1S(=O)(=O)c1ccccc1 (stereo not given) | 0.5% | -0.3% | . | 1.1% | i | 1.8 | -13.6% | -1.4% | -0.2%
13 | Cc1cccc(-n2c(=O)[nH]c3c(C(N)=O)nc(C(C)C)nc32)c1 | -7.2% | 4.4% | -8.6% | -5.0% | i | -2.1 | -1.4% | 6.9% | -0.3%
14 | COC(=O)C1=C(C)N(CCc2ccccc2)C(=O)C1 | -16.6% | -6.9% | 9.5% | -3.4% | i | 0.4 | 6.2% | -1.9% | -0.4%
15 | CCC1(CC)NC(=O)N(CC(=O)OCC(=O)NC(=O)c2ccc(Cl)cc2)C1=O | 3.3% | 5.5% | 3.8% | 18.4% | i | 3.0 | -6.5% | 4.3% | 0.5%
16 | CCOc1ccc(S(=O)(=O)N2CCCC(C(=O)NCc3ccccn3)C2)cc1C (stereo not given) | -0.5% | 1.8% | -5.5% | -10.2% | i | 0.9 | -21.8% | 10.4% | 0.3%
17 | O=C(O)c1cc2c(cc1NC(=O)c1ccccc1C(F)(F)F)OCCCO2 | 9.7% | 5.4% | -9.5% | -5.2% | i | -2.3 | 1.3% | 4.0% | 0.8%
18 | COc1ccc(C(=O)c2c(-c3cccc(C)c3)oc3ccc(N4CCOCC4)cc23)cn1 | -15.8% | -4.7% | 102.9%[activator] | 3.3% | i | -0.1 | -10.1% | 6.3% | 3.8%
19 | O=C(CSc1cn(CC(=O)N2CCCC2)c2ccccc12)NCC1CCCO1 (stereo not given) | 4.3% | 0.2% | -2.5% | 1.4% | i | -0.5 | 3.7% | -4.4% | -0.7%
20 | COc1ccccc1NC(=O)COc1ccc(/C=N/NS(=O)(=O)c2ccc(C)cc2)cc1 | -27.6% | -11.2% | -4.5% | ? | ? | -0.3 | 1.8% | 13.4% | -0.6%
21 | O=C(NC(=S)Nc1ccccc1N1CCOCC1)c1sc2ccccc2c1Cl | -12.4% | 3.5% | 3.0% | 1.2% | i | 0.6 | 16.6% | 6.9% | -0.3%
22 | CN(C(=O)Cn1nnc(-c2ccc(S(C)(=O)=O)cc2)n1)c1ccccc1 | -5.5% | 1.5% | 9.2% | 6.7% | i | . | ? | . | 0.7%
23 | COc1ccccc1OCC(=O)NCCSCc1ccc(Cl)cc1 | -12.3% | 10.6% | 1.5% | 7.2% | i | -1.1 | -9.0% | 3.1% | -0.3%
24 | CCN(C(=O)c1cc2cccc(OC)c2oc1=O)C1CCCCC1 | 3.9% | 0.7% | 0.3% | 1.0% | i | -0.8 | 28.6% | 20.6% | 0.0%
25 | O=C(Nc1ccc(N2CCN(Cc3ccccc3)CC2)cc1)c1ccccc1[N+](=O)[O-] | -46.3% | ? | . | -26.8% | i | -1.3 | -8.7% | 3.0% | -1.5%

Continued, starting with the last 2 of the part before.
entry | structure | HepG2 viability | A549 viability | ATXN2 expr inh | Nrf2 block | ATXN viability | IL-2 act | TGFb SMAD3 inh | EPAC2 agonist | Nrf2 ARE act
24 | CCN(C(=O)c1cc2cccc(OC)c2oc1=O)C1CCCCC1 | 3.9% | 0.7% | 0.3% | 1.0% | i | -0.8 | 28.6% | 20.6% | 0.0%
25 | O=C(Nc1ccc(N2CCN(Cc3ccccc3)CC2)cc1)c1ccccc1[N+](=O)[O-] | -46.3% | ? | . | -26.8% | i | -1.3 | -8.7% | 3.0% | -1.5%
26 | O=C1CN(CC(=O)N2CCCCC2)c2ccccc2O1 | 22.4µM* | -8.0% | 2.6% | -10.1% | i | 10.0 | ? | 4.2% | -2.2%
27 | Clc1nc2sccn2c1/C=N/n1cnc2ccccc21 | -17.2% | 3.0% | 27.2% | ? | i | -2.4 | -8.5% | 6.4% | 3.16µM*
28 | CCN(CC)S(=O)(=O)c1ccc(NC(=O)C(C)N(c2ccc(OC)cc2)S(C)(=O)=O)cc1 (stereo not given) | -17.0% | 0.2% | 2.6% | . | i | -0.4 | -1.3% | 2.5% | -0.8%
29 | CCc1ccc(NC(=O)c2noc3c2CCc2ccccc2-3)cc1 | -23.2% | 11.9% | 30.8%[activator] | ? | i | 0.9 | 10.9% | 11.0% | 6.0%
30 | COC(=O)c1cc(NS(=O)(=O)c2cc(Br)cc3c2N(C(C)=O)CC3)cc(C(=O)OC)c1 | 1.9% | 12.8% | -7.5% | . | i | . | -38.5% | . | 0.2%
31 | O=C(O)CCC(=O)N1CCc2cc(S(=O)(=O)N3CCC(Cc4ccccc4)CC3)ccc21 | 5.4% | 1.7% | -2.4% | -29.2% | i | -1.9 | 0.6% | -0.5% | -0.6%
32 | C=C(C)CNC(=S)Nc1ccc(S(=O)(=O)Nc2cnc3ccccc3n2)cc1 | 3.0% | -3.9% | 10.2% | -9.0% | i | -1.6 | 2.7% | 6.0% | -0.1%
33 | O=C(/C=C/c1ccccc1)Oc1cccc2cccnc12 | 3.98µM* | -2.4% | . | -11.9% | i | 1.5 | 3.98µM* | 12.0% | 24.2%
34 | CCCCSc1nc(C)cc(SCC(=O)N/N=C/c2cccc(OC)c2O)n1 | -26.2% | -5.8% | 7.08µM* | -4.3% | ? | 0.7 | 7.94µM* | 0.0%[15.6 µM] | 5.8%
35 | COC(=O)N/N=C1/C/C(=N\NC(=O)OC)c2ccccc21 | -2.4% | 0.0% | -16.8% | 13.8% | i | 1.3 | -5.5% | 9.0% | 5.1%
36 | Nc1nnnn1/N=C/c1ccco1 | 4.3% | 1.7% | 5.8% | 0.0% | i | -2.2 | -28.1% | 5.1% | -0.5%
37 | COc1ccc(/C=N/Nc2nc(-c3ccc(C)cc3)c(NC(C)=O)s2)cc1OC | 19.2% | 0.2% | -1.5% | 5.0% | i | -0.8 | 1.7% | 8.4% | -0.6%
38 | O=C(Nc1ccncc1)c1ccc2c(c1)C(=O)N(CC1CCCO1)C2=O (stereo not given) | 8.6% | -13.4% | -0.8% | 3.7% | i | 0.3 | 0.5% | 5.5% | -0.5%
39 | CCN(CC(=O)NC(C)(C)C)C(=O)CCl | -0.4% | -17.5% | 9.9% | -18.4% | ? | 1.2 | -10.0% | 3.2% | 24.0%
40 | Cc1cccc(NC2=Nc3ccccc3N3C2=Nc2c(c(C)nn2-c2ccccc2)C3c2ccc(O)c(O)c2)c1 (stereo not given) | -98.5% | ? | ? | ? | i | -0.7 | ? | 4.1% | 0.1%
41 | COc1cc(/C=C/C(=O)OCC(=O)NCc2ccco2)ccc1OCC#N | -1.2% | -8.1% | -22.9% | 3.5% | ? | -0.9 | ? | 9.3% | 4.8%
42 | Cc1ccc(C2=NN(CC(=O)NCCC(C)C)C(=O)CC2)cc1 | -5.4%&-12.6% | 2.1%&19.4% | -11.0% | -8.4% | i | -1.1 | -8.4%&-7.7% | 6.0% | -0.3%&-0.6%
43 | CC(C)(CC1(C)NC(=O)NC1=O)OCc1ccccc1 (stereo not given) | -1.3% | 2.1% | -5.6% | -8.4% | i | -4.1 | -1.9% | 2.4% | 1.4%

From PubChem
